# High-throughput results (PubChem BioAssay)
# S aureus QS inh: inhibitors of bacterial quorum sensing in S. aureus | S. aureus RN6390 RNAIII-GFP reporter, AIP-induced, flow cytometry 3 h | inhibition, % at 2 µM | 0.3% of 24,000 active | AID 527;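 active means share of bacteria positive for the green fluorescent reporter and its mean brightness both inhibited by 50% or more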;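 further: 0% = AIP-stimulated control and 100% = unstimulated bacteria without AIP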
# S aureus QS inh GFP MFI %: recorded beside S aureus QS inh, whose call it bears; inhibition, %; measured here: inhibition of GFP MFI
# Starred values were filed as active, the others as inactive. The list is partial (hit frequency here may not be typical).
SMILES,S aureus QS inh,S aureus QS inh GFP MFI %
COC(=O)CN1C(=O)C(C)=C(c2ccc(C)cc2)S1(=O)=O,0,-8
CN(C)CCCN1c2ccccc2Sc2ccc(Cl)cc21,5,25
N#CCCN1CCN(S(=O)(=O)c2ccc(S(=O)(=O)NCC3CCCO3)cc2)CC1 (stereo unspecified),-3,0
CC(=O)NC(CCS(C)(=O)=O)C(=O)N1CCc2ccccc21 (stereo unspecified),-2,3
COc1ccc(N2C(=O)C3CCCN3C2c2ccccc2)cc1 (stereo unspecified),3,5
CC(C)c1ccc(NC(=O)CSc2nc3c(c(=O)[nH]2)CCC3)cc1,0,-2
CCOC(=O)N1CCC(n2c(SCC(=O)NCCC3=CCCCC3)nc3ccccc3c2=O)CC1,10,29
CCC(=O)N1CCc2cc(Br)cc(S(=O)(=O)N3CCN(c4ccccn4)CC3)c21,6,48
CCS(=O)(=O)NCc1cn2c(C)csc2n1,2,11
Cc1cc(C)cc(N(CC(=O)N2CCN(c3ccccc3)CC2)S(=O)(=O)c2c(C)noc2C)c1,-7,-28
CC12COC3(C(=O)Nc4ccc(Cl)cn4)CC1CCC32C (stereo unspecified),0,1
CCCCNC(=O)Nc1ccnn1C1CCCCC1,0,-6
O=C1N(c2ccccc2)C2CS(=O)(=O)CC2N1c1ccc(Br)cc1 (stereo unspecified),-1,-1
CCCOc1ccc(OC(=O)c2ccc(Br)o2)cc1,4,8
Cc1ccccc1-c1nc(CN2CCC(C(=O)NC3CCN(Cc4ccccc4)CC3)CC2)c(C)o1,-1,-1
O=C(NC1CCCCCC1)C1c2ccccc2C(=O)N1Cc1cccnc1 (stereo unspecified),0,7
O=C1CN(c2ccccc2F)C(=O)CN1c1ccccc1F,4,25
O=S(=O)(c1cccc2nsnc12)N1CCc2ccccc2C1,-2,1
O=C(O)CCCc1ccccc1,1,7
O=C(CN(Cc1ccc(F)cc1)C(=O)Cn1nnc2ccccc21)NCC1CCCO1 (stereo unspecified),0,-14
CCc1ccccc1S(=O)(=O)Cc1ccc(C(=O)NCc2ccc3c(c2)OCO3)o1,2,8
c1ccc(-c2oc3ncnc(NCCCn4ccnc4)c3c2-c2ccccc2)cc1,6,17
COc1ccc(-c2nnc(SCC(=O)Nc3sc4c(c3C#N)CCC4)n2CC2CCCO2)cc1 (stereo unspecified),0,0
O=C(CC1Oc2ccccc2NC1=O)NCCc1ccccc1 (stereo unspecified),1,6
O=C(CCC1N=C2c3ccccc3N=C(SCc3ccccc3Cl)N2C1=O)NCc1ccco1 (stereo unspecified),2,4
CCOC(=O)C1CCCN(C(=O)c2cn(CC)c3ccc(S(=O)(=O)N4CCCC4)cc3c2=O)C1 (stereo unspecified),13,26
Cc1noc(C)c1CSc1ccccc1C(=O)N1CCN(c2ccccc2)CC1,0,-10
C=CCOC(=O)C1=C(C)NC(=O)NC1c1cn(-c2ccccc2)nc1-c1cccs1 (stereo unspecified),3,10
S=c1sc2c(N3CCOCC3)ncnc2n1-c1ccccc1,1,1
CN(CCCNC(=O)c1cn(C)c2ccc(S(=O)(=O)N(C)C)cc2c1=O)c1ccccc1,-1,2
O=C(O)c1ccccc1S(=O)(=O)NCC(O)COc1ccc(Br)cc1 (stereo unspecified),-1,-4
CC1(C)CC(=O)C2=C(C1)NC(=O)CC2C(=O)NCc1ccc(F)cc1 (stereo unspecified),7,9
CCOC(=O)C(CC)n1cnc2c(nnn2-c2ccc(OC)cc2)c1=O (stereo unspecified),-8,-16
Nc1ccccc1OCCOCCOc1ccccc1N,-6,-8
Cc1ccc(-n2c(=O)cc(N3CCC(C)CC3)[nH]c2=O)cc1,-1,-23
CC(C)NC(=O)Nc1cccs1,2,4

# In the list so far, these have a cyano group.
SMILES,S aureus QS inh,S aureus QS inh GFP MFI %
N#CCCN1CCN(S(=O)(=O)c2ccc(S(=O)(=O)NCC3CCCO3)cc2)CC1 (stereo unspecified),-3,0
COc1ccc(-c2nnc(SCC(=O)Nc3sc4c(c3C#N)CCC4)n2CC2CCCO2)cc1 (stereo unspecified),0,0

# (continued)
SMILES,S aureus QS inh,S aureus QS inh GFP MFI %
Cc1cc(NC(=O)c2noc3c2CCc2ccccc2-3)no1,-6,-10
N#C/C(C(=O)NCc1ccco1)=C1/SC(Cc2ccc(F)cc2)C(=O)N1c1ccccc1 (stereo unspecified),7,16
c1ccc2c(c1)CCN(c1nc3ccccc3n3cnnc13)C2,-2,-20
Cc1nccn1CCc1n[nH]c(=S)n1Cc1ccccc1,4,14
Cc1occc1-c1nnc(SCC(=O)NCC2CCCO2)n1C (stereo unspecified),0,2
CC1=C(C(N)=O)C(c2ccc(Cl)cc2Cl)n2ncnc2N1 (stereo unspecified),-1,-3
CCCCCn1c(CN(C)Cc2ccccc2)nc2c1c(=O)n(C)c(=O)n2C,-1,0
CCOC(=O)C1CCN(C(=O)c2ccc(Cl)c(NC3=NC4CS(=O)(=O)CC4S3)c2)CC1 (stereo unspecified),0,-7
Cc1ccc(CNC(=O)CCNS(=O)(=O)c2ccc3c(c2)c(=O)n(C)c(=O)n3C)cc1,0,40
COC(=O)c1cc(OC)c(OC)cc1NC(=O)CCC1CCCC1,6,5
COC(=O)C(C)Sc1nc(-c2ccc(OC)cc2)nc2c1c(=O)n(C)c(=O)n2C (stereo unspecified),-2,-3
O=C(c1cnc2sccn2c1=O)N1CCc2ccccc2C1,0,1
CC(Oc1ccccc1)C(=O)NC1CCN(Cc2ccccc2)CC1 (stereo unspecified),-2,-7
C=C1Cn2c(nnc2-c2ccc(Cl)cc2)S1,0,6
CCOC(=O)CSc1nc2ccccc2c(=O)n1CC1COc2ccccc2O1 (stereo unspecified),-5,-10
O=C(CN1CCN(S(=O)(=O)c2ccc(F)cc2)CC1)Nc1ccc2c(c1)OCCO2,0,-10
CCOc1ccccc1C(=O)N1CCN=C1SC,-1,-4
CC1CCc2nn(CC(=O)Nc3ccc(F)cc3F)cc2C1 (stereo unspecified),2,3
O=C1CC(N2CCN(c3ccccc3Cl)CC2)C(=O)N1c1ccccc1 (stereo unspecified),-1,17
COc1ccccc1Cn1c(=O)[nH]c2cccnc21,0,-1
Cc1ccc(-c2nc3cnccn3c2Nc2ccc3c(c2)OCCO3)o1,-1,-17
CCOC(=O)c1ccc(N2C(=O)C3ON(c4ccccc4)C(c4ccco4)C3C2=O)cc1 (stereo unspecified),2,24
COc1ccccc1Cn1c(-c2ccco2)nc2nc3ccccc3nc21,1,-6
COc1ccc(S(=O)(=O)C(C#N)c2nc3ccccc3nc2N2CCCC(C)C2)cc1 (stereo unspecified),18,16

# One compound at a time (already shown):
# O=C1CC(N2CCN(c3ccccc3Cl)CC2)C(=O)N1c1ccccc1 (stereo unspecified) across the screens: S aureus QS inh = -1; S aureus QS inh GFP MFI % = 17
# C=C1Cn2c(nnc2-c2ccc(Cl)cc2)S1 across the screens: S aureus QS inh = 0; S aureus QS inh GFP MFI % = 6

# Next section
SMILES,S aureus QS inh,S aureus QS inh GFP MFI %
Cc1cccc(C)c1OCc1nnc2c3cnn(C)c3ncn12,0,1
CCCCC(=O)Nc1nn(CCC)c2nc3ccccc3cc12,0,0
Cc1cccc(N2C(=O)CC(N(C(=O)c3ccco3)c3cccc(C)c3)C2=O)c1 (stereo unspecified),2,11
Cc1c(C)c2ccc(OC3CCCCC3=O)cc2oc1=O (stereo unspecified),0,1
CC1(C)CC(NC(=O)C(F)(F)F)CC(C)(C)N1OC(=O)c1ccco1,0,1
CCOC(=O)C1CCCN(C/C(O)=C(\C#N)c2nc(-c3ccc(Cl)cc3)cs2)C1 (stereo unspecified),0,-11
COc1ccc(OC)c(S(=O)(=O)N2CCN(C34CC5CC(CC(C5)C3)C4)CC2)c1,-3,4
CCCc1cc(C(=O)NCC(C)C)no1,-2,-14
COc1ccc(N2CCN(CCNC(=O)CCCn3c(=O)[nH]c4cc(Cl)ccc4c3=O)CC2)cc1,-4,-6
CCCC1(C(=O)O)NC(c2ccccc2O)C2C(=O)N(c3cccc(Cl)c3)C(=O)C21 (stereo unspecified),-2,-19
COCCN(C(=O)CNC(=O)c1ccco1)C(C(=O)NC1CCCCC1)c1cccc(OC)c1 (stereo unspecified),-1,-11
COc1ccc(OC)c(Nc2ncnc3c2cnn3-c2ccccc2)c1,0,-2
CCN(CCNC(=O)CN1CCN(Cc2ccc(Cl)cc2)C1=O)c1ccccc1,-2,-4
COc1cc2c(cc1OC)C(C(=O)NCc1cccnc1)C(c1cccnc1)N(C)C2=O (stereo unspecified),1,8
Cc1ccc(-c2nc3cnccn3c2Nc2ccccc2)o1,-1,0
O=C(CSc1nc2c(c(=O)n1-c1ccc(Cl)cc1)SCC2)NCC1CCCO1 (stereo unspecified),-1,-1
O=C(CSc1nc2[nH]ncc2c(=O)n1-c1ccccc1Br)NCc1ccco1,0,42
CCOc1ccc(NS(=O)(=O)c2ccc3[nH]cc(C(=O)NCCOC)c(=O)c3c2)cc1,4,10
COc1ccc(NC(=O)Nc2ccc(N3CCCC3=O)cc2)cc1OC,0,0
CCOCCn1c(CN2CCC(Cc3ccccc3)CC2)nc2c1c(=O)n(C)c(=O)n2C,0,9
Cc1ccc(S(=O)(=O)NCCNC(=O)c2ccccc2)cc1,-4,-24
O=C(Nc1nnc(-c2ccc(Cl)cc2)o1)C1CCCCC1,-1,-11
CCCCOC(=O)C(C)Oc1ccc(=O)n(-c2ccccc2)n1 (stereo unspecified),-1,5
CCOC(=O)c1c(C)oc2c1c(C=NCC1CCCO1)c(O)c1ccccc12 (stereo unspecified),-1,-27

# Of the compounds above, seven contain fluorine:
SMILES,S aureus QS inh,S aureus QS inh GFP MFI %
O=C1CN(c2ccccc2F)C(=O)CN1c1ccccc1F,4,25
O=C(CN(Cc1ccc(F)cc1)C(=O)Cn1nnc2ccccc21)NCC1CCCO1 (stereo unspecified),0,-14
CC1(C)CC(=O)C2=C(C1)NC(=O)CC2C(=O)NCc1ccc(F)cc1 (stereo unspecified),7,9
N#C/C(C(=O)NCc1ccco1)=C1/SC(Cc2ccc(F)cc2)C(=O)N1c1ccccc1 (stereo unspecified),7,16
O=C(CN1CCN(S(=O)(=O)c2ccc(F)cc2)CC1)Nc1ccc2c(c1)OCCO2,0,-10
CC1CCc2nn(CC(=O)Nc3ccc(F)cc3F)cc2C1 (stereo unspecified),2,3
CC1(C)CC(NC(=O)C(F)(F)F)CC(C)(C)N1OC(=O)c1ccco1,0,1

# More results.
SMILES,S aureus QS inh,S aureus QS inh GFP MFI %
Cc1nc(SCCC(=O)O)c2ccccc2n1,0,14
CCCc1noc(-c2ccc(-c3ccccc3)cc2)n1,-3,-6
CCCC(=O)NCCc1cc2c(C)ccc(C)c2[nH]c1=O,-2,-47
Cc1ccc(C)c(-n2c(N)c(C(N)=O)sc2=S)c1,1,3
CC1(CC(=O)O)SC(=O)NC1=O (stereo unspecified),1,8
CCCCCSc1nnc2c(n1)OC(c1cccn1C)N(C(C)=O)c1ccccc1-2 (stereo unspecified),1,10
Cn1cccc1Cc1nnc(SCC(=O)N2CCCCCC2)n1CCc1ccccc1,0,4
COc1ccc2nc(CC(C)(C)CC(=O)O)c[n+]([O-])c2c1,0,16
CCCCCn1c(NCc2ccco2)nc2ccccc21,8,16
COC(=O)C1=C(C)NC(=O)CC1c1cccc(Cl)c1Cl (stereo unspecified),8,16
c1ccc(Cn2nnnc2CN2CCCC2)cc1,-2,-4
COc1ccc(C(=O)Nc2cccc(C)c2)cc1S(=O)(=O)N1CCOCC1,0,-7
COc1ccc(CC(=O)Nc2ccc(-c3nnc(-c4ccc(C)cc4)o3)cc2)cc1,8,35
